High-throughput results from PubChem.
PglD DTNB = blocks C. jejuni PglD acetyltransferase activity; purified PglD enzyme, DTNB colorimetric CoA detection; inhibition, % at 12.5 µM; 360,000 compounds, 0.098% hits; AID 602405; in the data active = inhibition above about 16%, passing the limit was not always enough; inconclusive = no clear call, values can overlap the other calls; note: strong numbers were not always called active
Cneo AK release = Cryptococcus neoformans lysis via adenylate kinase release; AID 651654; lysis activity, % at 15 µM; 360,000 compounds, 0.2% hits; C. neoformans lysis, adenylate kinase release luminescence, 4 h; normalised: neutral wells 0, clomiphene wells 100;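 active = mean lysis activity across replicates of at least 80%, whatever share of replicates individually reach that level; inactive = mean lysis activity below 80%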
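Assay system: Cryptococcus neoformans yeast cells / Dosing: single-point compound dose / Timing: 4 h at 37 °C static, read 1 h later / Measured by: luminescence of released adenylate kinase using an AK detection reagent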
miR122 inh = blocks miR-122 activity in Huh7 sensor cells | AID 602342 | activation (reporter increase), % at 12.5 µM | Huh7 miR-122 Renilla luciferase sensor, 48 h; neutral wells = 0, positive control = 100 | 340,000 compounds, 0.3% hits;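 active = mean replicate activation score at least 90 and every replicate individually at or above 90; inconclusive = only one of the two criteria met; inactive = neither criterion met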;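 note: higher luciferase means less miR-122 activity so hits act as miR-122 inhibitors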
ERAP1 HTS inh = blocks human ERAP1 aminopeptidase activity. Q9NZ08. recombinant ERAP1, Leu-AMC fluorescence, 60 min. inhibition, % at 10.7 µM. 340,000 compounds, 0.15% hits. AID 652197;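 active = mean replicate inhibition of at least 30%, or all replicates individually reaching that 30% level; inactive = mean below 30% and not every replicate reaching it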;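 note: 0% = neutral control wells and 100% = L-leucinethiol positive control wells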
PGC1a acetyl inh = PGC1a acetylation modulation, inhibitor mode | U2OS PGC1a acetylation, AlphaScreen anti-acetyl-lysine; with virally co-expressed GCN5 acetyltransferase | 350,000 compounds, 0.17% hits | AID 651687 | inhibition, % at 15.6 µM;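 active = every replicate shows inhibition of at least 40%; inconclusive = mean inhibition at least 40% but some replicate below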;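 note: 0% = neutral control wells and 100% = positive control wells; some results beyond the cut were filed as inactive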
E-sel inducer = induces E-selectin expression in human endothelial cells. 260,000 compounds, 0.37% hits. P16581. AID 686992. activation, % at 7.58 µM. HUVEC E-selectin immunofluorescence imaging; normalized: neutral wells 0, TNF-alpha wells 100;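 active = mean E-selectin-positive cell signal at least 10% of the positive control, reached in at least 60% of replicates, without over 20% cell loss; inconclusive = no rule given, readout overlaps actives, possibly toxicity-flagged; inactive = the rest, including those meeting only one limit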;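 note: in these data hits start at about 27%; measured in HUVEC primary endothelial cells; signal is the percent of cells scored E-selectin positive by PE staining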
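Assay system: HUVEC primary endothelial cells. Input: 3,000 HUVEC seeded per well. Doses: one compound dose added by pin transfer. Read-out basis: % PE-positive cells. Benchmarks: TNF-alpha high, DMSO low. Detection: immunofluorescence imaging. Buffer or medium: EGM-2, gelatin.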
RAD52 inh = inhibitors of human RAD52 DNA annealing; 360,000 compounds, 0.46% hits; recombinant RAD52 DNA annealing, FRET fluorescence; inhibition, % at 18.7 µM;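 active = every replicate showing at least 50% inhibition; inconclusive = mean inhibition at least 50% but not in every replicate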
RAD54 inh = blocks human RAD54 Holliday junction branch migration. Q92698. FAM/BHQ fluorescence. inhibition, % at 10.4 µM. 360,000 compounds, 0.14% hits. AID 602329;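 active = mean normalized replicate activity at least 40 and at least half of replicates scoring 40 or more; inconclusive = only one of the two criteria met; inactive = mean below 40 and under half of replicates reaching 40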;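 note: 0% = median of neutral control wells and 100% = median of positive control wells; inhibitors cause a drop in the FAM fluorescence signal; in these data hits start at about 50%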
Target sequence (Q92698 whole entry, looked up): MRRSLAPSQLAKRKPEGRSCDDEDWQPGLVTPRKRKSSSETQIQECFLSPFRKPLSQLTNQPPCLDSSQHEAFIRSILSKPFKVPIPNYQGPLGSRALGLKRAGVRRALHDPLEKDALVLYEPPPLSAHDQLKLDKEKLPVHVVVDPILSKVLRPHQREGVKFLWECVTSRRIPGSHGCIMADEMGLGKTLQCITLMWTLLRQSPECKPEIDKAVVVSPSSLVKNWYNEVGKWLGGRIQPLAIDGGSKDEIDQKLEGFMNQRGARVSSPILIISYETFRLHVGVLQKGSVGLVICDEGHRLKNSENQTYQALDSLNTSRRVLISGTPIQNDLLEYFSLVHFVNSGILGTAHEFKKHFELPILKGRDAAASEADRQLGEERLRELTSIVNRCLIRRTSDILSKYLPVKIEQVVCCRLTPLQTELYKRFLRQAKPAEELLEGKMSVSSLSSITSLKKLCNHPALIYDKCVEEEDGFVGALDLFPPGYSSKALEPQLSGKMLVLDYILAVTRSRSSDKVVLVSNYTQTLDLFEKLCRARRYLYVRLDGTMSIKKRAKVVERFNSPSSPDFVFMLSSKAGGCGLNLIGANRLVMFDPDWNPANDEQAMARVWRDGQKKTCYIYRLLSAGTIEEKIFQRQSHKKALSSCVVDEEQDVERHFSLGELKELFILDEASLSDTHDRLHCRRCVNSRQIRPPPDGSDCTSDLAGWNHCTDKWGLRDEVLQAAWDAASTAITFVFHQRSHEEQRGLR
* marks the source's active call; other numbers are inactive results; ? = inconclusive; . = no result given; & = joins results of further samples; [ ] = remark or other dose.

SMILES	PglD DTNB	Cneo AK release	miR122 inh	ERAP1 HTS inh	PGC1a acetyl inh	E-sel inducer	RAD52 inh	RAD54 inh
CCOc1c2ccccc2nn1CCO	-1	1	-3	.	0	-0.1	-7	-5
Cc1[nH]c2ccccc2c1C(c1ccncc1)N1CCN(c2ccccn2)CC1 (configuration not stated)	3	1	.	-1	7	.	-17	-4
Cc1cc(OCC(=O)N[C@@H](Cc2c[nH]c3ccccc23)C(=O)O)c2c(C)c(C)c(=O)oc2c1	-2	-1	-3	1	-4	.	-1	-4
CCN(c1ccccc1)S(=O)(=O)c1c[nH]c2ccc([N+](=O)[O-])cc12	-2	0	36	-1	-2	.	5	3
COC(=O)c1cc(Cl)c(NC(=O)/C=C/c2ccc(OC)c(OC)c2)cc1OC	-3	2	-15	.	-8	.	.	3
Cc1cc(C)n(S(=O)(=O)c2ccc3oc(=O)ccc3c2)n1	2	-9	.	-3	.	0.1	-6	2
COc1ccc(N2C(=O)C(Cl)=C(Nc3ccccc3OC)C2=O)cc1	1	1	-7	.	-9	0.3	.	1
CC(C)C[C@@H](N)c1nnc(SCC(=O)c2ccc(Cl)cc2)o1	-7	-3	-2	.	-5	.	.	-5
CNC[C@@H]1OCCCC[C@H](C)Oc2ccc(NC(=O)Nc3ccc(F)cc3)cc2C(=O)N([C@H](C)CO)C[C@@H]1C	0	0	0[16.7 µM]	1	9	-0.2	-22	3
CCCNC(=O)c1sc2c(c1C(=O)Nc1ccccn1)CCCC2	4	-1	2	-2	0	-0.9	-11	0
CC(=O)Nc1cc2c(cc1Cl)-c1ccc(F)cc1C2O (configuration not stated)	-3	-11	.	5	10	0.2	7	10
COCC(=O)N1[C@H](CO)[C@H]2c3ccccc3N(C(=O)C3CC3)C[C@H]21	-4	1	-42[16.7 µM]	-2	10	0.0	0	7
C[C@@H]1CN([C@@H](C)CO)C(=O)c2cc(NC(=O)Nc3cccc4ccccc34)ccc2O[C@@H](C)CCCCO[C@@H]1CN(C)Cc1ccc2c(c1)OCO2	-1	2	3[16.7 µM]	.	-4	0.0	.	10
COc1ccc(-c2cnc3c(c2)C(=O)N([C@H](C)CO)C[C@H](C)[C@H](CN(C)Cc2cccc(C(F)(F)F)c2)O3)cc1	-3	-7	-1[16.7 µM]	1	2	-0.2	7	-13
O=C(Nc1nc(-c2ccc3c(c2)OCCO3)cs1)c1ccc(Br)o1	-2	0	-2	4	-7	-0.1	-19	-4
O=C(/C=C/c1ccccc1[N+](=O)[O-])OCC(=O)N1CCN(c2ccccc2)CC1	-5	1	-6	-11	3	.	1	4
CC(C)NC(=O)Nc1ccc2c(c1)C(=O)N([C@H](C)CO)C[C@H](C)[C@@H](CN(C)S(=O)(=O)c1ccc(Cl)cc1)OCCCC[C@H](C)O2	2	1	5[16.7 µM]	4	0	.	-8	2
C[C@H](CO)N1C[C@H](C)[C@H](CN(C)S(=O)(=O)c2cn(C)cn2)OCCCC[C@H](C)Oc2ccc(NC(=O)c3ccncc3)cc2C1=O	3	-2	1[16.7 µM]	2	9	0.0	-13	-1
CCOc1ccccc1NC(=O)Nc1cccc(C(C)=O)c1	-4	-1	5	.	3	.	.	-2
Cc1c(Cl)cnc(NC(=O)COC(=O)[C@@H](NC(=O)c2ccco2)C(C)C)c1Cl	3	1	-3	3	7	.	-89	-3
Cc1ccccc1N1C(=O)c2cccc3cccc(c23)C1=O	5	3	-1	0	-6	.	-8	8
COCCNC(=S)N/N=C(\C)c1ccccc1OC	4	1	3	.	.	-0.3	.	-5
CCCOc1ccc(F)cc1-c1cc(C(=O)NCc2cccs2)[nH]n1	-12	1	6	0	-4	0.7	-11	-4
COc1ccc(NC(=O)N(C)C[C@@H]2OCCCC[C@H](C)Oc3ccc(NC(=O)c4ccncc4)cc3C(=O)N([C@@H](C)CO)C[C@H]2C)cc1	2	-22	2[16.7 µM]	.	-15	0.2	.	-6
Cn1c(=O)[nH]c(=O)c2c1nc(N1CCOCC1)n2CC(O)COc1ccc2ccccc2c1 (configuration not stated)	-6	5	1	.	2	.	.	-1
O=C(NCc1ccccn1)c1ccc2c(c1)N(Cc1ccccc1)CCS2	3	-3	8	.	-2	12	-3	-3
COc1ccc(OC(=O)COc2ccccc2C)cc1	2	1	-5	0	10	-0.1	-6	-9
O=C(CCc1nnc(Cc2ccc3c(c2)OCO3)o1)NCCc1ccccc1Cl	-2	0	-7	-3	6	-0.3	-15	3
COc1ccc(S(=O)(=O)N2CCN(C(=O)c3cccs3)CC2)cc1OC	.	.	-7	1	?	.	-15	.
CC(C)(C)c1ccc(OCCNC(=O)c2ncn[nH]2)cc1	3	1	1	.	6	.	.	18
COc1ccc(CCNC(=O)[C@@]2(Sc3ccc(C)cc3)CC(=O)N(C(C)C)[C@@H]2c2ccc(CO)cc2I)cc1	4	8	.	0	-7	.	2	-14
COc1ccc(C2c3c(-c4ccccc4O)n[nH]c3C(=O)N2Cc2ccco2)cc1 (configuration not stated)	-2	1	6	-2	-3	.	-4	4
COc1ccc(C(C)C)cc1S(=O)(=O)N1CCC(C(=O)N2CCN(C)CC2)CC1	5	-1	0	-2	-5	16	0	-9
O=c1c2nnn(Cc3ccccc3)c2ncn1C/C=C/c1ccccc1	6	0	-5	4	.	-0.1	-13	-5
O=C(C1CCN(S(=O)(=O)c2ccccc2)CC1)N1CCN(c2ccccc2)CC1	0	0	3	0	-7	-0.3	-9	-4
O=C(C[C@H]1CC[C@H](NC(=O)Cc2ccccn2)[C@@H](CO)O1)NCCc1ccccc1	-1	0	.	1	-8	-0.3	20	3
CC(NC(=O)c1cccs1)c1nnc(SCc2ccc(Cl)cc2Cl)n1C (configuration not stated)	-118	2	-2	5	3	.	1	10
C=CC[C@@H](CC(=O)N[C@@H](CO)Cc1ccccc1)C(=O)N[C@H](COC(=O)[C@H](CC=C)CC(=O)OC(C)(C)C)Cc1c[nH]c2ccccc12	-4	2	.	-4	.	0.0	-13	-4
NS(=O)(=O)c1ccc2nc(NC(=O)Nc3ccc(F)cc3)sc2c1	4	1	16	-5	.	0.9	-41	6
Cc1c(-c2nc3ccccc3[nH]2)cnn1C	1	1	-9	1	3	-0.3	-16	-15
COc1ccc(C(=O)c2ccc3oc(-c4ccc(OC)cc4)c(C#CCCO)c3c2)cc1	-2	0	12	1	-3	0.4	3	-4
C[C@H](CO)N1C[C@H](C)[C@@H](CN(C)C(=O)c2cccnc2)Oc2ncc(Br)cc2C1=O	3&2&-2	3&-5&-4	0	13&-5&-6	2&3&1	-1.3&0.3	-12&-6&-3	-7&9&1
Cc1noc(C)c1C(=O)N1CCC1(C)C(=O)NS(=O)(=O)c1ccccc1Cl (configuration not stated)	-1	0	0	9	-5	0.7	-1	-7
CC(CCc1ccccc1)NC(=O)CCNS(=O)(=O)c1ccccc1 (configuration not stated)	2	1	.	2	.	0.4	0	-13
CCOC(=O)N1CCN(S(=O)(=O)c2ccc(OC)c(OC)c2)CC1	5	-2	-2	.	16	.	.	-7
Cc1cc(C(=O)O)sc1C	1	-5	3	.	2	.	.	9
C/C(=N\NC(=O)C1CC1)c1cccs1	4	1	-3	.	7	.	.	3
CCn1ccnc1CNC(=O)C1CCC(=O)N(Cc2cccc(C(F)(F)F)c2)C1 (configuration not stated)	4	2	-2	-1	-8	0.1	-5	4
O=C1CC(c2ccccc2Cl)CC(O)=C1C=NCCCO (configuration not stated)	-4	-2	-2	0	-11	.	-14	-6
COc1ccc2c(-c3ccccc3)cc(N3CCOCC3)nc2c1	9	10	0	.	-14	.	.	-3

Some of the entries so far, comma-delimited:
Structure,PglD DTNB,Cneo AK release,miR122 inh,ERAP1 HTS inh,PGC1a acetyl inh,E-sel inducer,RAD52 inh,RAD54 inh
C[C@H](CO)N1C[C@H](C)[C@@H](CN(C)C(=O)c2cccnc2)Oc2ncc(Br)cc2C1=O,3&2&-2,3&-5&-4,0,13&-5&-6,2&3&1,-1.3&0.3,-12&-6&-3,-7&9&1
Cc1noc(C)c1C(=O)N1CCC1(C)C(=O)NS(=O)(=O)c1ccccc1Cl (configuration not stated),-1,0,0,9,-5,0.7,-1,-7
CC(CCc1ccccc1)NC(=O)CCNS(=O)(=O)c1ccccc1 (configuration not stated),2,1,.,2,.,0.4,0,-13

(continued)
SMILES	PglD DTNB	Cneo AK release	miR122 inh	ERAP1 HTS inh	PGC1a acetyl inh	E-sel inducer	RAD52 inh	RAD54 inh
O=C(N[C@H]1CC[C@H](CCn2cc(-c3ccccc3)nn2)O[C@H]1CO)c1ccccc1F	0	-4	.	1	-6	-0.9	-7	3
COc1ccc(CCN(Cc2cccs2)S(=O)(=O)c2ccc(-n3cnnn3)c(OC)c2)cc1OC	1	1	75	.	-16	.	.	12
Cc1cc(NC(=O)CSc2nnc(-c3ccccc3F)n2C)no1	0	1	3	0	-1	.	2	-3
Cc1ccc(Cl)cc1NC(=O)C1COc2ccccc2O1 (configuration not stated)	-1	-1	7	-2	-1	.	-8	0
C#CCOc1c(Cl)cc(/C=C2/C(=O)ON=C2C)cc1OC	-4	13	0	5	9	0.1	-9	-9
COc1ccc(OCC(=O)N/N=C/c2cccc3cccnc23)cc1	1	3	-2	0	2	.	-4	-10
C[C@@H]1CN([C@@H](C)CO)C(=O)c2cc(NC(=O)CCC(F)(F)F)ccc2O[C@@H](C)CCCCO[C@@H]1CN(C)Cc1ccc2c(c1)OCO2	2	-1	0[16.7 µM]	1	-1	0.2	-1	-7
Cn1cnc(S(=O)(=O)N2CCN(c3ccc(F)cc3)CC2)c1	-5	-1	1	-1	2	.	-8	7
COc1ccc(NC(=O)CN2CCN(CC(=O)Nc3ccccc3F)CC2)cc1OC	-6	-5	-6	.	-6	.	.	1
Cc1nc(-c2cccc(NC(=O)COc3ccc(Cl)cc3)c2)cs1	-1	0	0	-2	.	-1.5	-39	-1
C[C@H](CO)N1C[C@H](C)[C@H](CN(C)Cc2cccnc2)Oc2cc(C#C[C@@H](C)O)ccc2S1(=O)=O	-4	-5	-11[16.7 µM]	-1	0	-0.1	9	-7
O=C(Nc1nc2ccccc2[nH]1)C1CC(=O)N(c2ccc3c(c2)OCCO3)C1 (configuration not stated)	-3	-2	2	.	-4	.	.	-4
COC(=O)C1CCN(C(=O)CN2C(=O)c3ccccc3S2(=O)=O)CC1	-2	0	4	2	.	.	-13	-17
CCN1/C(=C2/OC(=S)N(C)C2=O)Sc2ccccc21	-1	18	7	.	-3	.	.	6
Cc1cc2nc(-c3ccc(=O)[nH]c3)n(Cc3ccccc3)c2cc1C	-5	-1	2	3	-39	0.1	-12	4
Cc1nc2ccc(C(=O)O)cc2c2c1CC(CN)O2 (configuration not stated)	2	0	2	0	8	.	-15	1
Cc1ccnc2nc(C(=O)N3CCN(c4ccc(F)cc4)CC3)nn12	-5	1	-1	.	10	.	.	-7
CN(C)c1ccc(C(=S)N2CCOCC2)cc1Br	-2	-2	-4	.	-9	.	.	8
Cc1ccc(N(C)S(=O)(=O)c2ccc(-c3cc(C)no3)s2)cc1	-92	-1	81	-3	1	.	-32	5
Cc1ccc(C)c(N2CCN(C(=O)CCS(=O)(=O)c3ccc4c(c3)oc(=O)n4C)CC2)c1	-5	-1	-5	-3	-9	.	-59	10
NCC[C@@H]1CC[C@H](NS(=O)(=O)c2ccc(Cl)cc2)[C@H](CO)O1	-1	-1	.	0	7	-0.2	9	0
CCC(=O)NCCc1nc(-c2ccccc2)no1	2	-1	0	-5	-6	-0.1	-18	0
